Source: PubChem
LMPTP inh: LMPTP (human) inhibition; P24666; actives 0.22% (n = 360,000); recombinant LMPTP-A, OMFP fluorogenic substrate, fluorescence intensity; inhibition, % at 20 µM;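 active means compounds that cut the enzyme signal by at least half of the control window in the single-dose screen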;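 further: plate controls were DMSO wells with enzyme plus substrate for no effect and substrate without enzyme for full effect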
Target sequence (P24666 whole entry, looked up): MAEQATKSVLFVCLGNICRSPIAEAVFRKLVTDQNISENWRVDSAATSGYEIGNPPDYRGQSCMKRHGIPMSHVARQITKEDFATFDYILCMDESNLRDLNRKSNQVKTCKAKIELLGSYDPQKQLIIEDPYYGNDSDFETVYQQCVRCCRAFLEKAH
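Assay system: LMPTP-A enzyme. Input: 0.625 nM LMPTP-A final. Probe or stimulus: 400 µM OMFP. Compound dosing: single 20 µM dose. Schedule: 50 min dark incubation at room temperature. Detection: fluorescence intensity of OMFP turnover product. Read-out: percent inhibition versus substrate-only and uninhibited controls. Benchmarks: no-enzyme low control, uninhibited high control.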
MsrA act: bovine methionine sulfoxide reductase A activation; purified bovine MsrA, absorbance read-out; activation, % at 10.6 µM; actives 0.3% (n = 360,000); in the data active means activation above about 7.5%;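 further: 0% = vehicle and 100% = reference activator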
DNMT1 block: inhibitors of human DNMT1; actives 0.83% (n = 360,000); DNMT1 molecular beacon, Hinp1I cleavage, fluorescence; inhibition (reported as % activation of signal), % at 10 µM; P26358; in the data active means inhibition above about 50%
STEP inh: blocks human striatal-enriched tyrosine phosphatase; P54829; recombinant STEP, OMFP fluorogenic substrate, fluorescence; inhibition, % at 20 µM; actives 0.25% (n = 360,000); AID 588621;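 active means inhibition at 20 µM, scaled per plate between control wells, above about 37%, limit read from the data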;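 further: 0% = DMSO with enzyme and substrate and 100% = substrate only without enzyme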
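Material: STEP (striatal-enriched tyrosine phosphatase) enzyme, cell-free; Compound dosing: 20 µM single dose in 1% DMSO; Technique: fluorescence read at 480 nm ex / 540 nm em; Times: reaction 20 min, ambient temperature; Medium: 50 mM Bis-Tris pH 6.0 with 2.5 mM DTT and 0.005% Tween 20; Also added: OMFP at 25 µM.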
SUMO1-SIM PPI: SUMO1-SIM interaction modulation; P63165; SUMO1 binding to a labelled peptide, TR-FRET, 1 h; inhibition, % at 20 µM; actives 0.33% (n = 360,000); in the data active means inhibition above about 37%
Scp-1 inhibitor: blocks human Scp-1 phosphatase activity. Recombinant Scp1, phosphopeptide, malachite green phosphate absorbance. inhibition, % at 20 µM. actives 0.88% (n = 340,000);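 active means inhibition above about 50% at 20 µM, limit read from the data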;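 further: plate controls were DMSO wells with enzyme for no effect and wells lacking enzyme for full effect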
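System: truncated SCP-1 phosphatase (76-261aa); medium: Tris acetate buffer pH 5.5 with MgCl2 and Tween-20; incubation: 45 min room-temperature reaction, 5 min colour, 30 min stabiliser; compound: single 20 µM dose, 1% DMSO; reagent: Phosphorylated 17-residue peptide substrate; read-out: % inhibition at 20 µM; technique: colorimetric free-phosphate detection, absorbance 630 nm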
MsrA inh: inhibitors of bovine MsrA | actives 0.75% (n = 360,000) | AID 651718 | purified bovine MsrA, absorbance read-out | inhibition, % at 15.5 µM; in the data active means inhibition above about 4.5%;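 further: 0% = vehicle wells with enzyme and 100% = reference inhibitor wells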
TbMetRS inhib: blocks T. brucei methionyl-tRNA synthetase activity; purified T. brucei MetRS, ATP depletion, Kinase-Glo luminescence; inhibition, % at 11.9 µM; actives 0.4% (n = 360,000); AID 624268;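 active means inhibition above a per-plate cutoff of the control wells' mean inhibition plus 3 SD, cut at about 5.5% in these data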;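 further: 0% = DMSO wells median and 100% = median of wells with control inhibitor compound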
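Material: parasite MetRS enzyme / Replication: singlicate, one well per compound / Signal: luminescence of leftover ATP / Schedule: 2 h aminoacylation at 25 °C after 15 min preincubation / Medium: HEPES-MgCl2-KCl buffer plus DTT, spermine, BSA, pyrophosphatase / Doses: 11.9 µM single point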
eLon inh: inhibitors of E. coli Lon protease | P0A9M0 | purified E. coli Lon protease, fluorescence polarization | inhibition, % at 7.94 µM | actives 0.42% (n = 360,000) | AID 602123; in the data active means inhibition above about 13%, passing the limit was not always enough;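 further: 0% = enzyme with probe and DMSO and 100% = no enzyme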
CendR NRP1 mod: modulators of CendR peptide binding to human neuropilin-1; FAM-RPARPAR peptide binding to NRP-1, fluorescence polarization; inhibition, % at 25 µM; actives 0.85% (n = 360,000); AID 602438;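 active means inhibition or corrected inhibition above about 18%, plus a signal ratio from 0.5 to 1.5, limit read from the data, passing the limit was not always enough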; further: strong numbers were not always called active
Target sequence (O14786 whole entry, looked up): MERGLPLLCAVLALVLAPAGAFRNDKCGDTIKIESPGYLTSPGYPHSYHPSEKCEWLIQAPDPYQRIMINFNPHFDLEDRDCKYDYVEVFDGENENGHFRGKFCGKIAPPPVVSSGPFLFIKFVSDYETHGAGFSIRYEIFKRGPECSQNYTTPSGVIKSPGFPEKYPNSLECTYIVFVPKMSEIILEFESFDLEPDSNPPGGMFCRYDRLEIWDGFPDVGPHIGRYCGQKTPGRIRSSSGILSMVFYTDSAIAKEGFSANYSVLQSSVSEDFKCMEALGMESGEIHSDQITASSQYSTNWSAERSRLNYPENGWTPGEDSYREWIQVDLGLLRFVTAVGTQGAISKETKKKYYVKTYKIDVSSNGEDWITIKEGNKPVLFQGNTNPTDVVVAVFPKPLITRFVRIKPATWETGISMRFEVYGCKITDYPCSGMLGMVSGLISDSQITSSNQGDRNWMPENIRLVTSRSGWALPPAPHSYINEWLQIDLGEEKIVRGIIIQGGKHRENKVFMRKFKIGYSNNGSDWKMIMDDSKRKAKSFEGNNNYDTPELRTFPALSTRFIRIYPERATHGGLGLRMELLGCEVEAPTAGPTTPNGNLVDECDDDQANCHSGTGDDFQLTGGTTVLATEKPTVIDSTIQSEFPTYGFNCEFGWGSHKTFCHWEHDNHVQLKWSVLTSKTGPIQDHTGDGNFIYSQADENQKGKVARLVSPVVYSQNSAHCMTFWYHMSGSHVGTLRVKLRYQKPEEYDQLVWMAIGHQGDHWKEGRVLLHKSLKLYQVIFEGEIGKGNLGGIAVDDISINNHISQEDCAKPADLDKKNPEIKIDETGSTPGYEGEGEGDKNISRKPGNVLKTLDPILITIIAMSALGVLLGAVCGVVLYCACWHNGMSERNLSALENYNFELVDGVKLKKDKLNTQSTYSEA
The depositor's hits bear a star; . = not tested or not shown.

1	O=C(COC(=O)CCCOc1ccc(Cl)cc1Cl)NCc1ccccc1
2	COc1ccc(CN2CC(C(=O)NCCc3ccc(Cl)cc3)CC2=O)cc1 (stereo unspecified)
3	Cc1cc(C(=O)COC(=O)c2ccc(O)cc2O)c(C)n1-c1ccccc1
4	Cc1cc(C)c[n+](CC(=O)c2cc3ccccc3oc2=O)c1
5	Cn1nc(C(=O)Nc2cccc(C(F)(F)F)c2)ccc1=O
6	CC1(CCc2ccccc2)NC(=O)N(CC(=O)Nc2ccc(OC(F)F)cc2)C1=O (stereo unspecified)
7	CC(=O)c1cc(F)c(N2CCN(CCC#N)CC2)cc1C
8	CC(NC(=O)/C(=C\c1ccco1)NC(=O)c1ccco1)C(=O)O (stereo unspecified)
9	COc1cc(CNCCN2CCOCC2)ccc1OCc1ccccc1Cl
10	O=C(/C=C/c1ccc2c(c1)OCO2)NCC1CCCO1 (stereo unspecified)
Compound	1	2	3	4	5	6	7	8	9	10
LMPTP inh	2.1	-0.4	5.1	0.0	-0.8	-0.2	-0.3	-2.3	-4.1	-0.4
MsrA act	-2	-6	1	-10	-4	-2	1	-3	1	-5
DNMT1 block	-5	3	-12	7	1	1	-2	3	1	4
STEP inh	1	2	0	0	-3	-3	-4	-2	2	-4
SUMO1-SIM PPI	1	0	7	-19	-4	1	-1	2	-4	-6
Scp-1 inhibitor	-10	-6	-11	3	-5	-10	-13	-10	-13	-3
MsrA inh	0.1	-0.4	0.8	-1.1	-0.1	1.0	0.7	2.3	0.6	2.5
TbMetRS inhib	40*	-0.3	-0.1	-0.9	-0.3	0.1	-1.0	1.3	-0.7	-0.7
eLon inh	-1	4	-1	-6	9	-6	0	-1	-1	-9
CendR NRP1 mod	-2	8	5	-4	-4	7	17	-18	12	-4

11	CCOc1ccc(N2CC(C(=O)NCCN3C(=O)S/C(=C\c4ccc(OC)c(OC)c4)C3=O)CC2=O)cc1 (stereo unspecified)
12	CN1C(=O)Cc2cc(S(=O)(=O)NCc3c(F)cccc3Cl)ccc21
13	Cn1ncc2c(=O)n(/N=C/c3ccccc3)cnc21
14	Cc1ccccc1OC(C)C(=O)NCCC1=CCCCC1 (stereo unspecified)
15	Nc1c(Cl)nc(-c2ccccc2)nc1Cl
16	CCCOC(=O)NC(CC)COC(=O)Nc1cccc(C)c1C (stereo unspecified)
17	CC(=O)CSc1ncnc2sc3c(c12)CCC(C)C3 (stereo unspecified)
18	CC(C)c1nnc(NC(=O)c2ccc(S(=O)(=O)N3CCOCC3)cc2)s1
19	CCOC(=O)C1(CCCc2ccccc2)CCN(C(=O)CCn2cnnn2)CC1
20	CC1Nc2ccccc2C(=O)N1NC(=O)c1ccc(Br)cc1 (stereo unspecified)
Compound	11	12	13	14	15	16	17	18	19	20
LMPTP inh	-0.1	0.8	-0.4	3.3	0.8	0.4	1.6	-0.5	0.3	-2.4
MsrA act	-4	-6	-1	-4	-2	-1	-2	-2	-3	-3
DNMT1 block	2	0	1	2	2	2	0	-1	-2	0
STEP inh	2	0	-1	2	2	-2	3	-1	-3	-1
SUMO1-SIM PPI	-22	2	5	6	-5	-1	-2	1	5	5
Scp-1 inhibitor	3	-1	-6	-13	-11	-4	-1	-1	-13	-7
MsrA inh	2.0	0.8	0.9	0.6	0.8	0.2	1.4	0.1	-0.7	0.0
TbMetRS inhib	-1.0	-0.6	-0.2	-0.3	-0.2	-0.4	-0.1	0.1	0.7	0.2
eLon inh	11	-1	-3	1	1	3	-6	-9	-1	-6
CendR NRP1 mod	-2	5	-6	-16	10	-7	12	3	6	-2

Entries listed above that bear a hit mark in TbMetRS inhib:
1	O=C(COC(=O)CCCOc1ccc(Cl)cc1Cl)NCc1ccccc1
Compound	1
LMPTP inh	2.1
MsrA act	-2
DNMT1 block	-5
STEP inh	1
SUMO1-SIM PPI	1
Scp-1 inhibitor	-10
MsrA inh	0.1
TbMetRS inhib	40*
eLon inh	-1
CendR NRP1 mod	-2

A few values from the results shown:
Scp-1 inhibitor with CC(NC(=O)/C(=C\c1ccco1)NC(=O)c1ccco1)C(=O)O (stereo unspecified) = -10
TbMetRS inhib with CCOc1ccc(N2CC(C(=O)NCCN3C(=O)S/C(=C\c4ccc(OC)c(OC)c4)C3=O)CC2=O)cc1 (stereo unspecified) = -1.0
LMPTP inh with CN1C(=O)Cc2cc(S(=O)(=O)NCc3c(F)cccc3Cl)ccc21 = 0.8
TbMetRS inhib with Nc1c(Cl)nc(-c2ccccc2)nc1Cl = -0.2
MsrA act with Cn1ncc2c(=O)n(/N=C/c3ccccc3)cnc21 = -1

Next records
21	CCc1cc(=O)n2[nH]c(C)c(-c3ccccc3OC)c2n1
22	O=C1NC(=O)C2C1C(c1ccccc1)N1C3C(=O)NC(=O)C3C(c3ccccc3)N21 (stereo unspecified)
23	CC1(C)CC(=O)C(C=Nc2cccnc2)=C(O)C1
24	CCOC(=O)Cc1csc(N/N=C/c2ccc(C(F)(F)F)cc2)n1
25	CCOC(=O)C1CCCN(C(=O)C(C)(C)Oc2ccc(Cl)cc2)C1 (stereo unspecified)
26	COc1ccccc1/C=N/OCC(=O)NCc1ccc2c(c1)OCO2
27	CC(=O)c1cccc(S(=O)(=O)NC2CC2)c1
28	O=C(COc1ccc(Cl)cc1Br)N1CCN(c2ncccn2)CC1
29	Nc1ccc(Nc2ccccc2)cc1
30	CC(=O)N(C1=C(Cl)C(=O)c2ccccc2C1=O)C1CCCCC1
Compound	21	22	23	24	25	26	27	28	29	30
LMPTP inh	-1.3	0.2	-1.1	-1.0	0.9	0.4	-0.5	-0.3	3.9	-0.1
MsrA act	-6	0	-8	-1	-2	-10	-2	-1	-8	-4
DNMT1 block	1	8	1	6	2	0	0	3	-17	19
STEP inh	-1	-2	0	3	0	-3	0	1	9	-2
SUMO1-SIM PPI	-1	1	2	0	1	0	-3	-5	-6	-20
Scp-1 inhibitor	6	0	-3	-5	-2	3	-14	0	-4	-4
MsrA inh	0.3	-1.2	3.3	0.1	-1.1	-0.1	0.6	1.1	2.6	-0.4
TbMetRS inhib	-1.1	-0.2	-0.6	0.2	-0.2	-1.2	0.3	0.1	-2.2	0.2
eLon inh	3	5	-3	-8	1	-14	1	3	0	8
CendR NRP1 mod	2	14	2	4	3	6	-6	-14	-14	23

31	C=CCn1c(SC)nccc1=O
32	Cc1nc(NC(=O)/C=C/c2ccccc2)sc1C(=O)N(C)C
33	COc1ccc(C(=O)N2CCC(C(=O)N3CCN(c4ccc(OC)cc4)CC3)CC2)cc1
34	COc1ccc(S(=O)(=O)N2CCOC23CCN(C(=O)c2c(F)cccc2Cl)CC3)cc1
35	CC(C)CC(CC(C)C)=NNC(=O)c1ccc(CSc2nncn2C)cc1
36	O=C1CCC(C(=O)N2CCSCC2)CN1Cc1cccc(C(F)(F)F)c1 (stereo unspecified)
37	COc1ccc(N2CCN(C(=O)CCCn3c(=O)c4cccn4c4cccnc43)CC2)cc1
38	CCOC(=O)C1=C(NC(=S)NC(=O)c2ccccc2)c2ccccc2CC1(C)CC (stereo unspecified)
39	CCCn1nc(NS(=O)(=O)c2ccccc2[N+](=O)[O-])c2cc3ccccc3nc21
40	CCN1CCN(c2cc(C)c3cc(NC(=S)N4CC(C)CC(C)C4)ccc3n2)CC1 (stereo unspecified)
Compound	31	32	33	34	35	36	37	38	39	40
LMPTP inh	-1.6	-0.5	-0.5	-0.5	-1.5	-0.4	0.3	2.3	-0.4	-3.1
MsrA act	-2	-10	-2	-5	-3	-1	-1	-4	-2	-2
DNMT1 block	1	5	1	24	2	0	-1	-4	-5	-4
STEP inh	-3	-2	0	-1	-3	0	-2	4	4	0
SUMO1-SIM PPI	5	-11	1	-1	4	-2	0	-1	-9	-4
Scp-1 inhibitor	-15	1	-5	-3	-5	-7	-2	-21	1	-2
MsrA inh	-0.9	3.7	-0.9	0.4	-0.8	-0.3	1.8	0.8	1.5	-0.9
TbMetRS inhib	-0.2	-0.2	-0.3	-0.4	0.1	0.5	-0.6	0.1	0.3	0.1
eLon inh	-11	-2	-6	-5	0	-2	-15	-4	-10	-5
CendR NRP1 mod	4	-5	8	3	-8	18	2	-31	-9	-1

41	COc1ccc(CN(CCC(C)C)S(=O)(=O)c2ccccc2Br)cc1
42	COCCn1c(SCC(=O)Nc2ccc(S(=O)(=O)N(C)C)cc2)nc2ccccc21
43	NC(=O)c1csc(-c2ccncc2)n1
44	COc1c(F)cccc1C1=CC(=O)C[C@H](c2ccc(F)cc2)C1
45	CC(=O)COc1cc2c(-c3cc4ccccc4o3)cc(=O)oc2cc1C
46	Cc1cc(C)cc(-n2ncc3c2CCCC3NC(=O)c2ccccc2N2CCOCC2)c1 (stereo unspecified)
47	CCOc1ccc(/C=C/C(=O)c2c(O)c3ccccc3oc2=O)cc1
48	O=C(O)C(C(O)c1ccc([N+](=O)[O-])cc1)[n+]1ccccc1 (stereo unspecified)
49	CC1CN(C(=O)c2cccn(Cc3c(Cl)cccc3Cl)c2=O)CC(C)O1 (stereo unspecified)
50	CCC(c1nnnn1Cc1ccccc1)N1CCN(c2ccccc2)CC1 (stereo unspecified)
51	CC1CCCCN1C(=O)c1cnn2c(C(F)(F)F)cc(-c3ccco3)nc12 (stereo unspecified)
52	C[C@H](OC(=O)NCc1ccc(C(F)(F)F)cc1)[C@@H]1O[C@@]2(C)CCC[C@@H]1O2
Compound	41	42	43	44	45	46	47	48	49	50	51	52
LMPTP inh	3.8	-0.1	-2.1	1.8	7.2	-0.3	1.0	-1.0	-1.0	-0.7	-1.0	-0.5
MsrA act	-9	-1	2	-5	-1	-4	-1	0	1	-9	-4	-2
DNMT1 block	-4	-1	1	4	2	-1	0	1	2	2	1	5
STEP inh	2	1	-1	6	1	-1	4	-1	-4	-1	-3	-2
SUMO1-SIM PPI	2	-2	2	-1	-11	0	30	-34	6	-5	-12	-1
Scp-1 inhibitor	15	-1	-2	.	1	-6	-7	-3	4	3	-2	-6
MsrA inh	2.6	-1.2	0.8	0.8	7.1*	-1.4	0.5	0.7	2.0	0.2	3.0	-0.5
TbMetRS inhib	-0.8	-0.1	-0.6	-1.4	-0.3	-0.1	-0.8	-0.2	-0.4	-0.4	-1.0	-0.2
eLon inh	1	5	1	1	-6	0	-7	-2	-4	4	-2	-7
CendR NRP1 mod	4	-2	9	5	-10	11	-183	7	8	-4	4	7
